High-throughput results: PubChem BioAssay, National Center for Advancing Translational Sciences (NCATS)
HTT cytoprotect: cytoprotection in Huntington HTT-Q103 PC12 cell model. PC12 HTT-Q103 induced, cytoprotection, ATP luminescence, 40 h. Potency, µM (series often up to 56.4 µM), without a hit: cytoprotection (ATP increase), usual class: activators. 230,000 compounds, 0.14% hits;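 also: potency is read from the fitted curve at half-maximal effect; % of control where 0% means no effect; nearly all actives have a fitted effect of over 45% in size; toxic huntingtin expression switched on by the ecdysone agonist tebufenozide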
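ATP quantification (ATPlite) reports survival of PC12 cells in which tebufenozide, 100 nM final, switches on Htt exon 1 with 103 glutamines linked to GFP; compounds are titrated.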
aGlu spleen mod: lysosomal alpha-glucosidase (human) modulation | human spleen homogenate, 4-MU-alpha-glucoside fluorescence | P10253 | 240,000 compounds, 0.006% hits | AID 2112 | Potency, µM (top dose mostly 79.9 µM), for the others: top-dose activity change, negative = inhibition, hits mostly inhibitors;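 also: potency is read from the fitted curve at half-maximal effect; 0% = enzyme with vehicle and -100% = no enzyme basal signal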
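Human spleen homogenate (1 ug) incubated with compounds and 1 mM 4-methylumbelliferyl-alpha-D-glucopyranoside in pH 5.0 citrate/phosphate buffer, 37 C, 40 min. Stopped at pH 10; 4-MU fluorescence (Ex 365/Em 440 nm); AC50 by Hill fit.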
GAA inhib: alpha-glucosidase (human) inhibition. P10253. purified human GAA, 4-MU-alpha-glucoside fluorescence. Potency, µM (doses to about 76.9 µM), without a hit: at the highest dose activity change, negative = inhibition, usual class: inhibitors. 200,000 compounds, 0.005% hits. AID 1466;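 also: potency is read from the fitted curve at half-maximal effect; plate controls were uninhibited enzyme wells for no effect and no-enzyme background for full effect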
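Fluorescence at Ex 365/Em 440 nm from 4-methylumbelliferone reported enzyme activity after 20 min at room temperature. Reactions used 4 nM enzyme and 400 uM substrate at pH 5.0; curves fitted with the Hill equation.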
Lamin A splicing: LMNA splicing modulation; HeLa LMNA splicing GFP/RFP minigene ratio, 48 h; 200,000 compounds, 0.01% hits; Potency, µM (top dose mostly 46.1 µM), without a hit: top-dose ratio change, negative = inhibition, actives largely listed as inhibitors; active = well fitted inhibition curve with a large enough effect in the signal ratio, with a control signal flat, not every such curve was filed as active; inconclusive = small, poorly fitted or top-dose-only effect, or effect the other way, or a change in a side signal; the % refers to the signal ratio; also: potency is read from the fitted curve at half-maximal effect; % is scaled to controls: 0 for no effect and ±100 for the full control effect
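Read-out is the ratio of GFP to DsRed2 object intensity, acquired by 488 nm laser-scanning cytometry on HeLa lamin A-EGFP minigene reporter cells. Compound incubation 48 hrs at 37 °C in Opti-MEM with 2% FBS; DMSO 0.5% final.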
CBFb-RUNX1 inh: inhibitors of human CBF-beta and RUNX1 interaction. Q01196+Q13951. AlphaScreen CBFb-His/RUNX1-biotin binding, biochemical. Potency, µM (top dose mostly 59.8 µM), inactives show top-dose activity, negative = inhibition, hits mostly inhibitors. 230,000 tested, under 10 active. AID 1477; also: % of control where 0% means no effect
Target sequence (Q01196 whole entry, looked up): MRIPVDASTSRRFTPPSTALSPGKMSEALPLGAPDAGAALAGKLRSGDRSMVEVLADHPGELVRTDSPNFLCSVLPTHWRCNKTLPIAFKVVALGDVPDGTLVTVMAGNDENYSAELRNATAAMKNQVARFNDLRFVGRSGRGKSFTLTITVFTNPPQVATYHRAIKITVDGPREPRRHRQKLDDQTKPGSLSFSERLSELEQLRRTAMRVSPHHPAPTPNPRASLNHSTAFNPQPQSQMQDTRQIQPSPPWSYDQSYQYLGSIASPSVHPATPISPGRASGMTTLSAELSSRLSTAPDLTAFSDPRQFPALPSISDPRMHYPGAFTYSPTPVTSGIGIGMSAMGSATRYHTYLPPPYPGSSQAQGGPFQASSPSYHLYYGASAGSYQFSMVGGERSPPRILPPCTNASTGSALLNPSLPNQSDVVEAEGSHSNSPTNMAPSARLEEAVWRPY
Target sequence (Q13951 whole entry, looked up): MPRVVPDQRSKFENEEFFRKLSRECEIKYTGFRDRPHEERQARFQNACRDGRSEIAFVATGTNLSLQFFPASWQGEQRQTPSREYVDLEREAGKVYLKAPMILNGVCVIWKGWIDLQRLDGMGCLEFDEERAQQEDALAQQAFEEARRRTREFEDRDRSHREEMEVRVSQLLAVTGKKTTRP
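CBF-beta (His) and RUNX1 (biotin), 30 nM each; 20 min preassociation; + compound, 15 min; + beads 50 ng each (Ni, streptavidin), 90 min; RT; AlphaScreen read.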
GAA glycogen: GAA glycogen-cleavage inhibition or activation; recombinant GAA, glycogen substrate, Amplex Red glucose oxidase fluorescence; P10253; Potency, µM (top dose mostly 76.4 µM), inactives show top-dose activity change, negative = inhibition, hits mostly inhibitors; 300,000 compounds, 0.38% hits; AID 2100;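 also: potency is read from the fitted curve at half-maximal effect; 0% = full enzyme reaction and -100% = no-enzyme basal signal; the screen sought inhibitors and activators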
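Recombinant human enzyme (4 nM); glycogen substrate; 37 C, 40 min, pH 5.0. Readout: coupled glucose oxidase/Amplex Red fluorescence.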
HttQ103 aggreg: inhibitors of mutant huntingtin aggregate formation in PC12 cells. Potency, µM (titrated, usually from 46.1 µM), for inactives: at the highest dose activity change, negative = inhibition, actives largely listed as inhibitors. PC12 HttQ103-GFP aggregates, Acumen cytometry, 40 h. 220,000 compounds, 1.1% hits; also: potency is read from the fitted curve at half-maximal effect; % is scaled to controls: 0 for no effect and ±100 for the full control effect; nearly all actives have a fitted effect of over 60% in size
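Aggregate formation scored by laser-scanning cytometer (488 excitation, 500–530 emission) in lysed PC12 cells expressing Q103-GFP after 100 nM tebufenozide induction; library tested in dose series, with ATPLite reagent added in the multiplex.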
The depositor's hits bear a star; ? = inconclusive; . = not tested or not shown; & = joins results of further samples; [ ] = remark or other dose. Unless noted, calls follow the shape of the dose curve; as a rule, active = well fitted curve in the direction sought with a large enough effect; inconclusive = small, poorly fitted or top-dose-only effect, or another doubt; inactive = no such curve, though single readings can be large; an effect the other way counts as inactive or inconclusive.

SMILES	HTT cytoprotect	aGlu spleen mod	GAA inhib	Lamin A splicing	CBFb-RUNX1 inh	GAA glycogen	HttQ103 aggreg
COc1cc(C(=S)N2CCOCC2)ccc1OC(=O)/C=C/c1ccco1	-5%	-9%	-7%	.	-17%	3%	7%
N#C/C(=N\Nc1ccccc1[N+](=O)[O-])C(=N)N1CCCCC1	-134%[inhibitor]	-1%	-5%	-6%[9.22 µM]	-8%	7%	8%
CCC(=O)Nc1nnc(-c2ccncc2)s1	-6%	0%	?	22%	-3%	11%	-5%
COc1ccc(OC)c(C2CC(=O)NC(SC)=C2C#N)c1 (stereo not drawn)	-21%	-11%	-5%[15.4 µM]	-5%	-2%	-8%	22%
CCOc1ccccc1NC(=O)COC(=O)/C=C/c1ccc(OC)c(OC)c1	21%	0%	6%	.	10%	3%	2%
O=[N+]([O-])c1ccccc1N/N=C\c1ccccc1F	3%[10 µM]	-3%	-11%	.	-21%	4%	6%[9.22 µM]
CC(C)N1C(=O)CCC1C(=O)NCCc1ccc(Cl)cc1 (stereo not drawn)	20%	3%	2%	1%	-1%[2.36 µM]	-3%	9%
NC/C=C\C(=O)O	?	8%&9%&-3%	.	?	2%	.	.
CS(=O)(=O)c1ccc2nc(NC(=O)CN3CCCCCC3)sc2c1	-16%	-4%	-4%	11%	8%	-2%	-3%
COc1nc(Nc2ccc(C(C)C)cc2)nc(OC)n1	-6%[10 µM]	-6%	2%	9%	-6%	3%	-15%
COc1ccccc1NC(=S)N(Cc1ccco1)Cc1cc2cccc(C)c2[nH]c1=O	13%[10 µM]	5%	-3%	0%	-18%	-5%	0%
COc1ccc(C2=NN(c3ccccc3)C(c3cccs3)C2)cc1 (stereo not drawn)	4%[10 µM]	6%	-13%	.	-8%	-7%	-1%[9.22 µM]

Complete entries as entered above.
Results for COc1cc(C(=S)N2CCOCC2)ccc1OC(=O)/C=C/c1ccco1 → HTT cytoprotect: -5%; aGlu spleen mod: -9%; GAA inhib: -7%; Lamin A splicing: .; CBFb-RUNX1 inh: -17%; GAA glycogen: 3%; HttQ103 aggreg: 7%
Results for COc1ccccc1NC(=S)N(Cc1ccco1)Cc1cc2cccc(C)c2[nH]c1=O → HTT cytoprotect: 13%[10 µM]; aGlu spleen mod: 5%; GAA inhib: -3%; Lamin A splicing: 0%; CBFb-RUNX1 inh: -18%; GAA glycogen: -5%; HttQ103 aggreg: 0%
Results for NC/C=C\C(=O)O → HTT cytoprotect: ?; aGlu spleen mod: 8%&9%&-3%; GAA inhib: .; Lamin A splicing: ?; CBFb-RUNX1 inh: 2%; GAA glycogen: .; HttQ103 aggreg: .

Next results:
SMILES	HTT cytoprotect	aGlu spleen mod	GAA inhib	Lamin A splicing	CBFb-RUNX1 inh	GAA glycogen	HttQ103 aggreg
CCN(Cc1nc2ccccc2c(=O)[nH]1)Cc1nc2ccsc2c(=O)[nH]1	-50%[inhibitor]	-2%	-2%	-5%[46 µM]	-9%	0%	?
CCn1cc(C2C(C(=O)Nc3ccc(Br)cn3)=C(C)NC3=C2C(=O)CCC3)c(C)n1 (stereo not drawn)	.	-2%	?	?	-10%	-1%	9%
Cc1ccc2cc(CN(Cc3ccco3)C(=S)NCC3CCCO3)c(=O)[nH]c2c1 (stereo not drawn)	2%[10 µM]	-3%	-4%	21%[46 µM]	1%	3%	7%[9.22 µM]
Cc1cccc(OCC(=O)Nc2nc3ccc([N+](=O)[O-])cc3s2)c1	-7%	0%	-9%	5%	-16%	-9%	?
Cc1cc2nc3n(c2cc1C)CC1CC(C(=O)NCC2CC2)N(C)C31 (stereo not drawn)	-8%[10 µM]	-2%	.	.	27%	5%	-25%[9.22 µM]
COc1ccc(-n2c(=O)c(-c3ccc(Cl)cc3)nc3cnc(N4CCNCC4)nc32)cc1	-26%	-5%	.	?	.	.	.
Cc1nn(Cc2ccccc2)c(Cl)c1C(=O)OCC(=O)NC(=O)NC12CC3CC(CC(C3)C1)C2	-9%[1.9 µM]	-16%	-6%	?	-4%	11%	-3%
CN(CC(=O)Nc1cccc2c1CCCC2)S(=O)(=O)c1ccc(Br)cc1	4%	-3%	0%	11%	6%	0%	4%
O=C(CCN1C(=O)CSC1=O)Nc1ccc(Br)cc1	-1%[10 µM]	-3%	3%	-8%	-3%	2%	-3%
COc1cc(OC)c(C2=NOC(C(=O)NCc3ccc4c(c3)OCO4)C2)cc1Cl (stereo not drawn)	-3%	3%	-4%	?	-1%	-4%	-11%
NNC(=O)CNC(c1ccccc1)c1cc(Br)ccc1NC(=O)CCN1CCOCC1 (stereo not drawn)	-11%	-2%	4%	?	-1%	-24%	10%
Nc1nc(N)c(N=Nc2ccc(SCC(=O)O)cc2)c(=O)[nH]1	-12%[10 µM]	-2%	0%	22%[46 µM]	6%	6%	-2%[9.22 µM]
O=C(NC(=S)Nc1ccc(N2CCOCC2)cc1)c1ccccc1	-18%	.	-14%	-9%[46 µM]	?	-7%	22%
Cc1cc(NC(=O)CSc2nnc(C)c(=O)[nH]2)no1	5%	-5%	-4%	3%	-1%	5%	-11%
O=C(O)CCc1ccc(-c2ccc(Br)cc2)n1NC(=O)c1ccc([N+](=O)[O-])cc1	-6%[10 µM]	4%	.	.	-16%	4%	-21%[9.22 µM]
CCOC(=O)c1[nH]c2ccc(OC)cc2c1NC(=S)N1CCN(c2cccc(C)c2C)CC1	-10%[10 µM]	-9%	2%	?	-9%	?	5%
CC1CCCN(CC(=O)N2c3ccccc3Sc3ccccc32)C1 (stereo not drawn)	16%	2%	2%	.	-2%	4%	18%
Cc1ccc(-c2cc(C(=O)N/N=C/c3cccnc3)n[nH]2)o1	.	-12%	-7%	-5%	5%	3%	-1%
Cc1ccc(N(C)S(=O)(=O)c2cccc(C(=O)Nc3nnc(C4CC4)s3)c2)cc1	.	-3%	-5%	.	4%	22%	-20%
CC(=O)Nc1ccc(S(=O)(=O)Nc2nc3ccccc3nc2Nc2ccc(N)cc2)cc1	-1%[10 µM]	0%	.	.	-5%	?	-11%[9.22 µM]
Cc1nnc(SCC(=O)NNC(=O)c2ccco2)n1-c1ccccc1	-23%[10 µM]	1%	10%	.	4%	-5%	-17%[9.22 µM]
CCOC(=O)N1CCN(Cc2ccccn2)CC1	3%[10 µM]	0%	6%	-2%	1%	-6%	0%
CCc1ccc(NC(=O)CSc2nnc(-c3ccccn3)n2C)cc1	-18%	-5%	-4%	7%	-6%	7%	8%
C/C(N)=C(/C#N)C(=O)CSc1nc2ccccc2c(=O)n1CCCO	.	-8%	-3%	-1%	1%	-3%	-5%
CCC(CO)Nc1nc2ccc(Cl)cc2c2ccccc12 (stereo not drawn)	-10%[10 µM]	11%	-6%[15.4 µM]	.	-11%	0%	-10%[9.22 µM]
CC(OCC(O)CNCC1COc2ccccc2O1)c1ccc(Cl)cc1 (stereo not drawn)	-33%[inhibitor]	4%	2%	.	-3%	-6%	4%
CC(=O)C1=C(C)OC(N)=C(C#N)C1c1cc2cc(C)c(C)cc2nc1Cl (stereo not drawn)	-12%[10 µM]	-3%	1%	-17%	6%	-26%	2%
O=C(C[n+]1ccsc1)c1ccccc1	.	-22%	-3%	14%	-12%	0%	-5%
C/C(N)=C(/C#N)C(=O)CSc1nnc(Cc2ccccc2F)n1N	-2%	-3%	?	13%	-4%	4%	-2%
CN(C)c1ccnc2sc3c(=O)n(-c4ccccc4)cnc3c12	-4%[0.074 µM]	-5%	-1%	2%	1%	10%	?
COc1ccc(C2C(C(=O)c3sc(C)nc3C)=C(O)C(=O)N2CCN2CCOCC2)cc1 (stereo not drawn)	8%[0.074 µM]	9%	-2%	-21%	2%	-19%	-3%
COc1cccc(CSc2ccc(S(=O)(=O)N3CCOCC3)cc2C(=O)NCC2CCCO2)c1OC (stereo not drawn)	-16%	-2%	-1%	.	-1%	1%	13%
CCN1CCN(C(C(=O)NC2CCCC2)c2ccc(Cl)cc2)CC1 (stereo not drawn)	-6%	-17%	0%[15.4 µM]	1%	3%	-4%	-4%
CCOC(=O)c1cnn(-c2cc(C)nc3c(-c4ccc(Cl)cc4)c(C)nn23)c1N	11%	-1%	5%	4%[0.0737 µM]	1%	4%	12%
COc1ccc(OC)c(NC(=O)CSc2nc3c(c(=O)n(C)c(=O)n3C)n2C)c1	-5%[10 µM]	1%	1%	18%	0%	-3%	-3%
COc1ccc(C2N(c3cc(Cl)ccc3OC)C(=O)C3CCCN32)cc1 (stereo not drawn)	-6%	-5%	-10%[15.4 µM]	-4%	-4%	3%	11%
Cc1nc2ccccc2cc1C(=O)N/N=C/c1ccco1	22%[10 µM]	10%	4%	?	-19%	8%	-5%
CCOC(=O)C1=C(C)Nc2ccccc2N=C1NC(=O)CCCN1C(=O)c2ccccc2C1=O	-1%	-2%	5%	-3%	11%	-9%	4%
O=C(O)c1cccnc1SCc1cn2cc(Cl)ccc2n1	-5%[10 µM]	5%	-3%	.	8%	-6%	-11%[9.22 µM]
Cc1csc(NC(=O)CCNC(=O)c2ccc([N+](=O)[O-])cc2)n1	-16%[10 µM]	0%	5%	-7%	2%	14%	4%
CN(C)/C=N/c1nc2ncc(-c3ccc(Cl)cc3)c(/N=C/N(C)C)n2n1	-41%	5%	?	-1%[9.22 µM]	9%	2%	16%
COc1ccccc1C(=O)N/C(=C/c1ccccc1)C(=O)Nc1ccc(C(=O)O)cc1	-12%	4%	1%	.	-1%	-3%	-8%
CCOc1cc(C(=O)NCc2nnc(SCC(=O)OC)n2C)cc(OCC)c1OCC	28%[10 µM]	0%	6%	-4%	10%	5%	-11%
C[C@@H](C(=O)Nc1ccc2ccccc2c1)[C@H]1C[C@]1(C)[C@H](NS(=O)(=O)c1ccc2ccccc2c1)c1ccccc1	13%	0%	.	.	9%	.	.
Cc1ccc(NC(=O)CSc2nc(-c3ccco3)cc(C(F)(F)F)n2)cc1C	-8%[10 µM]	-7%	6%	?	-9%	12%[76.3 µM]	15%
Cc1ccsc1C(=O)Nc1nnc(-c2ccco2)o1	3%[10 µM]	2%	3%	?	-6%	2%	?
O=C(O)CSc1cc(NS(=O)(=O)c2cccc([N+](=O)[O-])c2)c2ccccc2c1O	-31%[10 µM]	6%	-3%	.	?	-20%	-12%[9.22 µM]
